# MPTP inh: inhibitors of mitochondrial permeability transition pore | isolated mouse mitochondria, Ca2+ swelling absorbance, 30 min | inhibition, % at 10 µM | 360,000 compounds, 1.4% hits | AID 602449;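 active = inhibition of 50% or more, scaled per plate between neutral and stimulator controls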;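 note: 0% = DMSO wells given calcium and 100% = 1 mM EGTA wells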
# The depositor's hits bear a star. Not all compounds are listed, so the mix of outcomes need not match the whole.
Compound	MPTP inh
CC(C)N1C(=O)NC2NC(=O)N(C(C)C)C21 (configuration not stated)	-3.0
CC1(C(=O)NS(=O)(=O)c2cccc(Cl)c2)CCN1C(=O)Cc1ccc(Cl)cc1Cl (configuration not stated)	0.0
Cc1ccc([C@@H]2CC(=O)[C@@H]3CN(S(=O)(=O)c4ccc(C)cc4)[C@H](c4cccc(Cl)c4)C[C@@H]3N2S(=O)(=O)c2ccc(Cl)cc2)cc1	0.9
COc1cc(C=C2CCCC(=Cc3ccc(OCC4CO4)c(OC)c3)C2=O)ccc1OCC1CO1 (configuration not stated)	0.2
CCCCCc1c(-c2ccccc2OC)ncn1CCc1ccccc1OC	81*
O=C(O)CCC1C(=O)NC(=O)CC1c1ccccc1 (configuration not stated)	-0.1
Cc1ccc2c(c1)CO[C@]21O[C@H](CCO)C[C@H](O)[C@H]1O	1.0
CC(C)OC1=CC(=O)OC(c2cccc(Cl)c2)C1 (configuration not stated)	8.6
O=C(Cc1cccc2c(=O)cc(-c3ccccc3)oc12)OCCN1CCOCC1	0.2
O=C(CC[C@H]1O[C@@H](n2cnc3c(NC(=O)c4ccccc4)ncnc32)[C@H](O)[C@@H]1O)NCc1ccc(OC(F)(F)F)cc1	-0.1
Cc1ccc2nc(-c3cccc(Cl)c3)c(Cc3ccccc3)n2c1	-0.1
CC(=O)N1CCN(S(=O)(=O)c2cccc(C(=O)OCc3ccc(F)cc3)c2)CC1	-0.3
CCC(c1nnnn1-c1c(C)cccc1C)N1CCN(c2ccccn2)CC1 (configuration not stated)	0.0
CCCCN1C(=O)C(CC(=O)NCC2CCCCC2)CC(C(=O)N(C)C)=C1C (configuration not stated)	0.0
CCn1nc(C(=O)Nc2ccc3c(c2)OCCO3)c2ccccc2c1=O	0.1
COc1ccc(CNC(=O)OC23CN(C(=O)OC(C)C)N(C(=O)OC(C)C)CC2(O)CN(S(=O)(=O)c2ccc(C)cc2)C3)cc1OC (configuration not stated)	1.1
CNc1cc(-c2ccc(CC#N)cc2)ncn1	-0.3
CC(C)N1CCC(C)(C(=O)Nc2cccc(Oc3ccccc3)c2)C1 (configuration not stated)	1.9
CC1(C(=O)NS(=O)(=O)c2ccccc2Cl)CCN1C(=O)Cc1cccc2ccccc12 (configuration not stated)	1.7
COc1ccc(-c2csc(C(C)(O)c3ccncc3)n2)cc1OC (configuration not stated)	-0.2
COc1ccc(CCNC(=O)CC(=O)N/N=C\c2ccc(OCC(N)=O)cc2)cc1OC	-1.1
CCCNC(=O)C1(C)CCCN(Cc2ccc(-n3ccnc3)cc2)C1 (configuration not stated)	1.9
CCc1nc2ccc(C(=O)NCc3ccc4c(c3)OCO4)cn2c1N(C)C(=O)Cc1ccccc1	-0.7
CCCCNC(=O)C1(C)CCCCN1C(=O)c1cccc(OC(F)(F)F)c1 (configuration not stated)	0.1
CC(C)C[C@@H](CN1CCC[C@H]1CN1C(=O)C(=O)NC[C@@H]1Cc1ccccc1)N1C[C@H](Cc2ccc(O)cc2)N(CC2CCCCC2)C(=O)C1=O	-2.7
O=C(Nc1c(-c2ccc(Cl)cc2)[nH][nH]c1=O)c1ccccc1Cl	0.0
CCCCN(C(C)=O)c1c(CC)nc2ccc(C(=O)NCCOc3ccc(OC)cc3)cn12	0.6
CNC(=O)OC1CC2CC1[C@H]1CCCCN1C2=O (some centres not stated)	-1.8
CN1CCN(C(=O)c2cc3c(c(-c4cccc(Br)c4)n2)[C@H](CCO)N(S(=O)C(C)(C)C)C3)CC1 (some centres not stated)	-2.6
CC(=O)Nc1ccc(CN2C(=O)C(Cc3ccccc3)ON=C2c2ncccc2C)cc1 (configuration not stated)	-3.7
CN(C)CCNc1ncnc2c1ncn2[C@H]1CN(Cc2ccccc2)C[C@@H](CO)O1	-5.0
CCOC(=O)C1=C(C)NC(C)=C(C(=O)OCC)C1c1ccncc1	0.8
CC(C)n1nnnc1C1c2ccccc2C(=O)N1Cc1cccs1 (configuration not stated)	0.6
COc1ccc(S(=O)(=O)Nc2ccc3c(c2)C(=O)N([C@@H](C)CO)C[C@@H](C)[C@H](CN(C)C(=O)CCCN(C)C)OCCCC[C@H](C)O3)cc1	-0.9
O=C(NC1CCCCC1)C1c2ccccc2OCC(=O)N1C1CC1 (configuration not stated)	0.5
COC(=O)c1ccc(N2C(c3cc(OC)cc(OC)c3)=Cc3ccc(OC)cc3C2CC(=O)c2ccco2)cc1 (configuration not stated)	2.0
COCCNC(=O)C1(C)CCCN(C(=O)c2ccc(F)cc2Cl)C1 (configuration not stated)	-0.5
CC1(C(=O)Nc2cccc(C(F)(F)F)c2)Cc2c(-c3cccc(C(F)(F)F)c3)ccnc2O1 (configuration not stated)	-0.4
COc1ccccc1Cn1c(C)c(C(=O)NCc2cccc(C)c2)sc1=O	-0.5
CCCCN(C)C(=O)c1sc(=O)n(Cc2ccccc2C#N)c1C	-2.0

# A draw from above in order of SMILES length, low to high.
Compound	MPTP inh
CNC(=O)OC1CC2CC1[C@H]1CCCCN1C2=O (some centres not stated)	-1.8
CC(=O)Nc1ccc(CN2C(=O)C(Cc3ccccc3)ON=C2c2ncccc2C)cc1 (configuration not stated)	-3.7
CC(C)C[C@@H](CN1CCC[C@H]1CN1C(=O)C(=O)NC[C@@H]1Cc1ccccc1)N1C[C@H](Cc2ccc(O)cc2)N(CC2CCCCC2)C(=O)C1=O	-2.7
COc1ccc(S(=O)(=O)Nc2ccc3c(c2)C(=O)N([C@@H](C)CO)C[C@@H](C)[C@H](CN(C)C(=O)CCCN(C)C)OCCCC[C@H](C)O3)cc1	-0.9

# Additional results follow:
Compound	MPTP inh
CC(C)N(C)c1ncnc2c1ncn2[C@H]1CN(Cc2ccco2)C[C@@H](CO)O1	0.4
COc1ccc(C(O)c2nc(-c3ccc4ccccc4c3)cs2)cc1 (configuration not stated)	0.9
Cc1c(Cl)cccc1N=C1NC(=O)CS1	-0.6
Cc1cccc(CN2CCN(C3CN(CCc4ccccc4)S(=O)(=O)C3)CC2)c1 (configuration not stated)	-0.3
COc1ccc(CCN2CC(C(=O)NCc3cccc(F)c3)CCC2=O)cc1 (configuration not stated)	1.0
C[C@@H]1CN([C@@H](C)CO)C(=O)CCCn2nncc2CO[C@H]1CN(C)Cc1ccc(C(F)(F)F)cc1	-1.7
CCCCCCNC(=O)O[C@H]1C[C@@H]2C(=O)N(c3ccccc3)C(=O)[C@@H]2[C@@H]2CN(S(=O)(=O)c3ccc(C)cc3)C[C@]12O	-1.0
CCCCNC(=O)C1c2ccccc2OCC(=O)N1CCc1ccc(OC)c(OC)c1 (configuration not stated)	-1.4
CSCc1ccc(C(=O)OCC(=O)NC2CCCC2)o1	0.1
CCc1nc2ccc(C(=O)NCc3cccs3)cn2c1N(CC)CCN(C)C	1.1
CN1OC[C@@H]2CN(C(=O)c3ccc(-c4ccccc4)cc3)[C@H](c3ccc(-c4cccc(F)c4)cc3)C[C@@H]21	-1.9
O=C(/C=C/[C@H]1O[C@@H](n2ccc(=O)[nH]c2=O)[C@H](O)[C@@H]1O)NCc1ccco1	-0.6
C/C=C/c1cccc(-c2nc(C(=O)NC3CCCC3)cc3c2[C@@H](CCO)N(S(=O)C(C)(C)C)C3)c1 (some centres not stated)	1.1
CCc1nc2ccc(C(=O)Nc3cccc(OC)c3)cn2c1N(CCC(C)C)CCN(C)C	-1.2
CCOC(=O)/C=C/c1cccc(C)c1O	-0.2
CC(C)c1ccc(NC(=O)Nc2nc(C(N)C3CCCCC3)cs2)cc1 (configuration not stated)	3.3
COc1ccc(-c2csc(C(O)c3ccc(F)cc3)n2)cc1 (configuration not stated)	0.1
CCOc1ccc(NC(=O)CSc2nc3cc(C(=O)NCC4CCCO4)ccc3c(=O)n2CC2CCCO2)cc1 (configuration not stated)	0.7
C[C@H](NC(=O)c1ccccc1)C(=O)OCC(=O)Nc1ccc(Cl)cn1	-0.9
O=C(NN=Cc1ccc(O)c(O)c1)c1ccccc1	-0.1

# Entries shown so far containing a tert-butyl group (2):
Compound	MPTP inh
CN1CCN(C(=O)c2cc3c(c(-c4cccc(Br)c4)n2)[C@H](CCO)N(S(=O)C(C)(C)C)C3)CC1 (some centres not stated)	-2.6
C/C=C/c1cccc(-c2nc(C(=O)NC3CCCC3)cc3c2[C@@H](CCO)N(S(=O)C(C)(C)C)C3)c1 (some centres not stated)	1.1

# Going on with the list.
Compound	MPTP inh
CCCCNC(=O)C1(C)CCN1C(=O)c1cc(C)n(C(C)(C)C)n1 (configuration not stated)	-2.1
Cc1ccc(NC(=O)CSC(C)C(=O)OCc2cc(=O)oc3cc(O)ccc23)cc1 (configuration not stated)	1.5
CC1(C(=O)NS(=O)(=O)c2ccc(C#N)cc2)CCN1C(=O)CC1CC1 (configuration not stated)	-0.2
CCCNC(=O)C1(C)CCN(C(=O)COCc2ccccc2)C1 (configuration not stated)	0.8
COc1ccc(C(O)c2nc(-c3ccccc3OC)cs2)cc1 (configuration not stated)	0.7
O=C(COc1ccccc1)Nc1c2c(nn1-c1ccc(F)cc1)CS(=O)C2 (configuration not stated)	-0.6
CCCCCC(=O)N1C[C@H](O)[C@@H](n2cc(-c3ccc(F)cc3)nn2)C[C@@H]1c1ccc(C)cc1	-0.5
CC(=O)Nc1cccc(-c2ccnc3c2CC(C(=O)NCCN(C)C)O3)c1 (configuration not stated)	0.4
CSc1ncccc1C(=O)OC(C)C(=O)Nc1ccc2c(c1)OCCO2 (configuration not stated)	0.2
C[N+](=O)C1C(=O)Nc2ccccc21 (configuration not stated)	-1.9
CCCc1nc2ccc(Cl)cn2c1Cc1ccc(C)cc1	1.2
C[C@H]1CN([C@@H](C)CO)C(=O)CCCn2nncc2CO[C@@H]1CN(C)S(=O)(=O)c1cccc(C#N)c1	-0.1
CC(=O)Nc1cccc(-c2cc(N3CCN(CCO)CC3)n3nccc3n2)c1	-1.6
Nc1ccn([C@@H]2O[C@H](C(=O)Nc3ccc(Oc4ccccc4)nc3)[C@@H](O)[C@H]2O)c(=O)n1	-2.7
CC1(C)OC2C(CO)OC(n3cnc4c(=S)nc(N)[nH]c43)C2O1 (configuration not stated)	0.2
CC(=O)Nc1cc(-c2ccc(N3CCN(C)CC3)cc2)cn2c(-c3cccc(C(C)=O)c3)cnc12	1.1
C(#CSCc1ccccc1)SCc1ccccc1	-1.6
COc1ccc(CN2C[C@@H](CO)O[C@@H](n3cnc4c(N5CCN(c6ccccc6)CC5)ncnc43)C2)cc1	0.3
COc1ccccc1Cc1c(-c2ccc(C#N)cc2)nc2c(Cl)cc(C(F)(F)F)cn12	0.9
CC(C)C[C@@H](CO)NS(=O)(=O)c1cc(Cl)ccc1F	-0.3
O=C(Nc1ccccc1[N+](=O)[O-])OCC=Cc1ccccc1	-0.2
COc1ccc(C(O)c2nc(-c3cccc(CO)c3)cs2)cc1 (configuration not stated)	0.5
COc1ccc(NC(=O)C2Cc3c(-c4cccc(NC(C)=O)c4)ccnc3O2)cn1 (configuration not stated)	-0.1
O=C1CCCCCC(=O)[C@H](O)C[C@H](c2ccccc2)O1	0.5
COc1ccccc1CNC(=O)c1cc(-c2ccc(F)cc2OC)n[nH]1	-0.5
COc1c2c(c(OC)c3ccccc13)[C@@]1(OC2)O[C@H](CCO)C[C@H](O)[C@H]1O	-1.4
CC(C)Nc1nc(NCCN2CCNC2=O)c2sccc2n1	-2.0
COc1ccc(C(=O)O)cc1S(=O)(=O)Nc1cc(C(F)(F)F)ccc1N1CCCCC1	0.4
CC(CO)NS(=O)(=O)c1cccc(Cl)c1F (configuration not stated)	-0.4
COc1ccc(-c2cnc3c(NC(C)=O)cc(-c4cccc(C(=O)NCCO)c4)cn23)cc1OC	0.9
C[C@@H]1CN([C@@H](C)CO)C(=O)CCCn2cc(nn2)CO[C@H]1CN(C)S(=O)(=O)c1ccc(C#N)cc1	-0.7
OC[C@H]1O[C@@H](c2nc(-c3ccccc3Br)no2)[C@H](O)[C@@H](O)[C@H]1O	1.7
COC(=O)c1cccc(CN2C(=O)C(C)Sc3ccc(C#N)cc32)c1 (configuration not stated)	7.7
O=[N+]([O-])c1ccc(Sc2ccncn2)c([N+](=O)[O-])c1	-1.4
O=C(CNC(=O)C12CC3CC(CC(C3)C1)C2)N1CCCC(C(F)(F)F)C1 (configuration not stated)	-1.0
C[C@@H]1CN([C@H](C)CO)C(=O)c2cc(Br)cnc2O[C@@H]1CN(C)Cc1ccc(F)cc1	0.2
COC(=O)[C@@]12C[C@@H](CC(=O)NCc3cccc(C(F)(F)F)c3)C(=O)N(Cc3ccco3)C1=CCC(C)(C)C2	-0.5
O=C(Nc1ccc(F)c(Cl)c1)c1cc(C2CCCCN2C(=O)CCc2ccccc2)on1 (configuration not stated)	1.4
CN1CCN(C(=O)c2ccc(-c3ccc(F)c(F)c3)c3ccoc23)CC1	0.3
O=C(Nc1ccccc1Cl)c1cc(C2CCCN(C(=O)c3cccc(O)c3)C2)on1 (configuration not stated)	0.5

# Rewritten as labelled records: four of the compounds above.
Structure: CCCCN1C(=O)C(CC(=O)NCC2CCCCC2)CC(C(=O)N(C)C)=C1C (configuration not stated)
  MPTP inh: 0.0
Structure: COc1ccccc1Cc1c(-c2ccc(C#N)cc2)nc2c(Cl)cc(C(F)(F)F)cn12
  MPTP inh: 0.9
Structure: C[N+](=O)C1C(=O)Nc2ccccc21 (configuration not stated)
  MPTP inh: -1.9
Structure: CC(CO)NS(=O)(=O)c1cccc(Cl)c1F (configuration not stated)
  MPTP inh: -0.4

# Next results.
Compound	MPTP inh
Cc1cc(N2CCN(C(C(=O)NC3CCCC3)c3ccc(-c4ccccc4)cc3)CC2)c2ccccc2n1 (configuration not stated)	-1.0
O=C(NC1CCCCC1)C(c1ccccc1F)n1c(=O)c(-c2ccco2)nc2ccccc21 (configuration not stated)	0.1
Cc1cn([C@H]2C[C@H](O)[C@@H](CNS(=O)(=O)N3CCCC3)O2)c(=O)[nH]c1=O	-0.3
O=C(NCc1cccs1)C1Cc2c(-c3ccc(Cl)cc3)ccnc2O1 (configuration not stated)	-0.4
Cc1csc(-c2nc3ccccc3n2C(C)c2nc3ccccc3[nH]2)c1 (configuration not stated)	-1.0
CCCCCc1c(-c2ccccc2)ncn1CCc1ccccc1OC	1.6
CCOC(=O)C1=CCN(S(=O)(=O)c2ccc(C)cc2)C1c1cccc2ccccc12 (configuration not stated)	0.8

# Bioassay records as filed in PubChem.
